Compound activity as filed in PubChem BioAssay.
RmlCD inh mix – mixture blocks RmlC and RmlD coupled enzyme activity; actives 0.39% (n = 110,000); inhibition, % at 5.5 µM; RmlC/RmlD coupled enzyme inhibition, 384-well mixture HTS; in the data active means inhibition above about 30%, passing the limit was not always enough; inconclusive means no clear call, values can overlap the other calls; further: strong numbers were not always called active
RT RNaseH block – inhibitors of HIV-1 reverse transcriptase RNase H | P04585 | RT-RNase H RNA/DNA duplex cleavage, fluorescence | inhibition, % at 10 µM | actives 1.9% (n = 65,000) | AID 565; in the data active means inhibition above about 50%
An asterisk follows results filed as active; ? = inconclusive; / = no result given. Some of the compounds tested, so the mix of outcomes need not match the whole.

The first two entries (preview)
Results follow in this order: RmlCD inh mix | RT RNaseH block
Cc1cccn2cc(CCNC(=O)c3ccc(Br)o3)nc12
  4 | -45
Cc1nc(-c2ccc(Cl)cc2)sc1C1(C)CC(c2ccc(Br)cc2)=NO1 (stereo unspecified)
  10 | /

All compounds of this part, previewed entries included:
Results follow in this order: RmlCD inh mix | RT RNaseH block
Cc1cccn2cc(CCNC(=O)c3ccc(Br)o3)nc12
  4 | -45
Cc1nc(-c2ccc(Cl)cc2)sc1C1(C)CC(c2ccc(Br)cc2)=NO1 (stereo unspecified)
  10 | /
COC(=O)c1ccccc1S(=O)(=O)C(C)(C)C
  -10 | /
Cc1ccc(Cc2cnc(NC(=O)C3CCCO3)s2)cc1 (stereo unspecified)
  -16 | /
O=c1c(O)c(-c2cccs2)oc2ccc(Cl)cc12
  2 | /
O=C(C/C=N/OCc1ccc(F)cc1Cl)c1cnc(-c2ccccc2)s1
  2 | /
Cc1c(Cl)c([N+](=O)[O-])nn1CC(=O)NC12CC3CC(CC(C3)C1)C2
  -9 | /
COCCN1C(=O)C(CC(=O)Nc2ccc(C(=O)O)cc2)SC1=Nc1ccccc1 (stereo unspecified)
  / | 26
O=C(Nn1c(=O)[nH]c2ccsc2c1=O)c1ccccc1
  3 | -15
Cc1ccc(CN2CCN(C(=O)CCN3C(=O)c4ccccc4C3=O)CC2)cc1
  -47 | -23
C=CCNc1ncnc2c1[nH]c1ccc(Cl)cc12
  -9 | /
COc1ccc(S(=O)(=O)Nc2cccc(Cl)c2)cc1OC
  -9 | -6
CCCCSP1(=S)NCCCN1
  6 | 3
CN(C)c1nc2c(c(=O)n(C)c(=O)n2C)n1CC(=O)c1cccs1
  / | 5
CCOc1ccc2[nH]c(=O)c(CN(CCO)C(=O)c3ccc(Br)cc3)cc2c1
  13 | -2
Cc1nc(NC(C)C(=O)O)c2nc(C)oc2n1 (stereo unspecified)
  11 | -2
O=C(COC(=O)c1ccco1)Nc1cccc(Br)c1
  8 | -8
COCCN1C=C(C(=O)OC)C(c2cc(Br)c(OC)c(OC)c2)C(C(=O)OC)=C1
  31 | 8
CCOC(=O)c1ccc(NCc2ccc3c(c2)OCO3)cc1
  -1 | 2
O=C(c1ccco1)N1CCCN(C(=O)c2ccco2)CC1
  8 | -3
O=C(CN1CCN(Cc2ccccc2F)C1=O)NCc1ccco1
  -14 | /
CCOP(=S)(OCC)SCOC(=O)NCC(=O)OC
  -13 | -16
Cc1cccc(NC(=O)Cn2nc(C(F)(F)F)cc2C2CC2)c1
  -11 | /
O=S(=O)(c1ccc(Cl)cc1)N1CCCC1c1nc2ccccc2s1 (stereo unspecified)
  0 | /
O=C(O)CSc1nnc(Cn2cnc3ccccc32)n1CCc1ccccc1
  0 | 1
O=C(COc1ccc(Cl)cc1)NC1CN2CCC1CC2 (stereo unspecified)
  -50 | -2
COc1ccccc1-c1nnc(SCC(=O)c2ccc(C3CCCCC3)cc2)n1Cc1ccco1
  -3 | /
O=C(c1ccco1)N1CCN(CC(O)Cn2c3ccccc3c3ccccc32)CC1 (stereo unspecified)
  7 | -2
Cc1cc(C)cc(OCCCCCNCCO)c1
  6 | 1
CCC(c1nnnn1Cc1ccccc1)N(Cc1ccco1)Cc1cc2cc(OC)ccc2[nH]c1=O (stereo unspecified)
  / | -10
Cc1ccc2oc(-c3ccc(NC(=O)c4cccnc4)cc3)nc2c1
  -44 | -1
O=C(O)C1CCCCC1C(=O)Nc1cccc2ccccc12 (stereo unspecified)
  -11 | /
O=C(NC(NC(=S)Nc1ccc(Cl)cc1Cl)C(Cl)(Cl)Cl)c1cccc([N+](=O)[O-])c1 (stereo unspecified)
  9 | /
C#CCO[C@@H]1C[C@H](n2cnc3c(=O)[nH]c(NC(=O)C(C)C)nc32)O[C@@H]1CO
  17 | /
Nc1c(C(=O)OCc2ccccc2)c2nc3ccccc3nc2n1Cc1cccs1
  -45 | /
OC(Cn1cncn1)c1ccc(Cl)cc1 (stereo unspecified)
  0 | -11
Nc1cc(=O)nc(SCC(=O)N(C2CCCCC2)C2CCCCC2)n1-c1ccccc1
  -8 | /
CCN(CC)S(=O)(=O)c1ccc(Cl)c(C(=O)Nc2nncs2)c1
  -10 | -7
O=C(Nc1ncc(Cc2cccc(Cl)c2)s1)C1CCCO1 (stereo unspecified)
  -12 | /
COC(=O)CSC1=C(C#N)C(c2ccc(F)cc2)CC(=O)N1 (stereo unspecified)
  -9 | -1
CC1(C)NC(=O)N(CCCCOc2ccc3ccccc3c2Cl)C1=O
  0 | /
CCOC(=O)CSc1nc2ccccc2c(=O)n1C1CCCC1
  -7 | -11
CCOc1ccc(S(=O)(=O)N(C)CCO)cc1-c1nc2c(C(C)(C)C)nn(C)c2c(=O)[nH]1
  / | 3
COC(=O)[C@H](C)NC(=O)Nc1ccc(OC(F)(F)F)cc1
  -12 | -7
CCCCOC(=O)C(C#N)c1nc2ccccc2nc1N1CCOCC1 (stereo unspecified)
  -7 | 5
O=c1[nH][nH]c(C(F)(F)F)c1C=Nc1cccc(Cl)c1
  -19 | /
O=C(N/N=C(\c1ccccc1)c1cccnc1)C(O)(c1ccccc1)c1ccccc1
  -12 | /
CC(=O)ON1C(C)(C)CC(OC(=O)c2ccccc2)CC1(C)C
  5 | 12
COc1ccc(C(=O)C(c2ccccc2)N2CCOCC2)cc1 (stereo unspecified)
  5 | -11
CCN(CC)C(=O)Nc1cnc2ccccc2c1
  5 | -5

(continued)
Results follow in this order: RmlCD inh mix | RT RNaseH block
CCCCn1c(=O)n(CC(=O)Nc2c(CC)cccc2CC)c(=O)c2c1nc(CO)n2CCC
  4 | 1
CN(CC(=O)NCc1ccc(Cl)cc1)S(=O)(=O)c1cccc2nsnc12
  -9 | -15
Cc1ccc(NC(=O)C2=C(O)c3ccccc3N(C)S2(=O)=O)cc1
  -4 | /
CCCCn1c(=N)n(CC(O)COc2ccccc2)c2ccccc21 (stereo unspecified)
  -9 | 3
COC(=O)c1c(C)n(-c2ccc(C)cc2)c2ccc(O)cc12
  30 | /
COc1cccc(-c2nnc3n2N=C(C(C)(C)C)CS3)c1
  3 | -33
O=C(Nn1cnnc1)C1Cc2ccccc2CN1S(=O)(=O)c1ccc(F)cc1 (stereo unspecified)
  22 | -3
COc1ccc(/C=N/Nc2ccccc2)cc1Cn1nc(C)c([N+](=O)[O-])c1C
  7 | /
CCOC(=O)Cc1csc(NS(=O)(=O)c2ccccc2)n1
  0 | /
Cc1ccc(/C=C/C(=O)NC(=S)Nc2ccccc2C(=O)NC2CCCCC2)cc1
  -16 | /
CCN(C(=O)c1c(OC)cccc1OC)c1nnc(-c2cccnc2)s1
  -5 | -3
COc1c2ccoc2nc2c(OC)c(O)ccc12
  8 | /
CCOC(=O)c1cn(CC)c2ccc(S(=O)(=O)N3CC(C)CC(C)C3)cc2c1=O (stereo unspecified)
  / | 5
O=P(O)(CN1CCCCC1)CN1CCCCC1
  20 | -5
Cc1ccc(N(CC(=O)Nc2ccc(F)c(Cl)c2)S(=O)(=O)c2c(C)noc2C)cc1
  3 | -23
COc1ccc(C(NC(=O)CC(C)C)NC(=O)CC(C)C)cc1OC
  -16 | /
O=c1c2c(nc3c(-c4ccccc4)c[nH]n13)CCC2
  10 | /
CCOC(=O)N1CCN(C(=O)C2CCN(Cc3nc(-c4ccccc4C)oc3C)CC2)CC1
  / | -7
COc1ccc(C(F)(F)F)cc1N/C=C\c1nnnn1-c1ccccc1
  ? | /
CCOC(=O)N1CCC(N(CCCOC)C(=O)Nc2cccc(OC)c2)CC1
  -15 | -8
Cc1ccnc(NS(=O)(=O)c2ccc(NC(=O)C34CC5CC(C)(CC(C)(C5)C3)C4)cc2)n1
  -9 | /
Cc1ccc(C(=O)OCc2ccc3c(c2)OCO3)cc1S(=O)(=O)N1CCCCC1
  -3 | /
COc1ccc(CCn2nnnc2C(C(C)C)N2CCN(c3ncccn3)CC2)cc1OC (stereo unspecified)
  / | 1
O=C(CCN1CCCCC1)NCC1OCCc2ccccc21 (stereo unspecified)
  12 | 1
COc1ccc(OC)c(-n2c(SC)nnc2-c2c[nH]c3ccccc23)c1
  -9 | -11
CC(CN1CCCCC1)OC(=O)C(C)(c1ccccc1)c1ccccc1 (stereo unspecified)
  4 | /
Cc1cccc(C)c1OCC(=O)OCC(=O)c1ccc2c(c1)NC(=O)CO2
  -28 | /
CCC(C)Nc1nc(OC)nc(N(C)C#N)n1 (stereo unspecified)
  0 | -7
CC1(C)NC(=O)N(CCCCSc2ccc(Cl)cc2)C1=O
  22 | /
O=C(COC(=O)C1COc2ccccc2O1)Nc1ccc2c(c1)CCC2 (stereo unspecified)
  -8 | -10
O=C(O)CSc1ccc2ccccc2n1
  -12 | -6
COc1cccc(-n2c(SCC(=O)NCc3ccco3)nnc2-c2c[nH]c3ccccc23)c1
  -7 | /
COC(=O)[C@@H]1C2CCC(C(=O)Nc3ccccc3)(CC2)[C@@H]1C(=O)OC
  8 | -3
O=C(CCCNS(=O)(=O)c1cccc2nsnc12)NCc1ccc(F)cc1
  15 | -19
Nc1ccccc1N1CCN(C(=O)c2ccccc2)CC1
  19 | /
O=C1N=C(N2CCC(Cc3ccccc3)CC2)S/C1=C/c1cn[nH]c1-c1ccccc1
  2 | /
CCOc1ccccc1CN1CCC(O)CC1
  26 | /
CCOC(=O)C(C(=O)OCC)c1cc(Br)c2noc3c2c1C(=O)c1ccccc1-3
  12 | 13
Cc1ccc(CN2CCN(c3ncccn3)CC2)o1
  -5 | /
CCCCn1c(CN2CCN(CCO)CC2)nc2ccccc21
  6 | 0
O=C(CSc1ncn[nH]1)c1ccc2c(c1)OCO2
  9 | 15
COc1ccc(CCNC(=O)CCCN2C(=O)c3ccccc3C2=O)cc1OC
  -7 | /
Cc1nc(SCC(=O)NC2CCCC2)[nH]c(=O)c1Cc1ccccc1
  -1 | /
COc1ccc(OC)c(NS(=O)(=O)c2ccc(N3CCCC3=O)cc2)c1
  9 | 0
CCCSc1nc2c(c(=O)n1-c1ccc(OCC)cc1)SCC2
  -1 | -4
Brc1cc2c(cc1COc1ccc(-c3nn[nH]n3)cc1)OCO2
  -27 | -45
C=C(C)[C@@]12OC3(c4ccccc4)O[C@@H]1C1[C@@H]4O[C@]4(CO)[C@@H](O)[C@]4(O)C(=O)C(C)=C[C@H]4[C@@]1(O3)[C@H](C)[C@H]2OC(=O)/C=C/C=C/c1ccccc1 (stereo partly specified)
  -5 | /
CC1CCCN(S(=O)(=O)c2ccc(Br)s2)C1 (stereo unspecified)
  / | -32
CCOC(=O)N1CCN(c2c(N3CCN(c4ccccn4)CC3)c(=O)c2=O)CC1
  -9 | -4
c1ccc(SCCOCCn2cncn2)cc1
  -11 | -8

Structures listed so far containing a nitro group on carbon (3):
Results follow in this order: RmlCD inh mix | RT RNaseH block
Cc1c(Cl)c([N+](=O)[O-])nn1CC(=O)NC12CC3CC(CC(C3)C1)C2
  -9 | /
O=C(NC(NC(=S)Nc1ccc(Cl)cc1Cl)C(Cl)(Cl)Cl)c1cccc([N+](=O)[O-])c1 (stereo unspecified)
  9 | /
COc1ccc(/C=N/Nc2ccccc2)cc1Cn1nc(C)c([N+](=O)[O-])c1C
  7 | /

(continued)
Results follow in this order: RmlCD inh mix | RT RNaseH block
COC(=O)c1ccc(Cl)c(NS(=O)(=O)c2ccc3c(c2)OCCO3)c1
  1 | -15
Cc1cc(=O)n2nc(N3CCCC(C(=O)NCc4ccc5c(c4)OCO5)C3)sc2n1 (stereo unspecified)
  -23 | -6
N/C(Cc1ccc(Cl)cc1)=N\OC(=O)c1cccc2ccccc12
  -15 | /
CN(C)c1ccc(C(=O)c2ccc(N(C)C)c(N)c2)cc1N
  -9 | 5
C/C(N)=C(/C#N)C(=O)COC(=O)CC12CC3CC(CC(C3)C1)C2
  -13 | /
Cc1ccc(-n2c(=O)[nH]cc(C(=O)N3CCc4ccccc43)c2=O)cc1C
  -11 | /
O=C(NCc1ccco1)C(=O)NCC1OCCN1S(=O)(=O)c1ccccc1 (stereo unspecified)
  7 | /
CC1(c2nnc(-c3cccc(Cl)c3)o2)CC(c2ccccc2F)=NO1 (stereo unspecified)
  -7 | /
COc1ccccc1N=c1oc2cc(O)ccc2cc1C(=O)NCC1CCCO1 (stereo unspecified)
  21 | -4
CN(C)S(=O)(=O)c1ccc(C(=O)Nc2ccc(CCC(=O)N3CCCC3)cc2)cc1
  / | 8
COC(=O)c1[nH]c2ccc(Cl)cc2c1NC(=O)CCN1CCN(C2CCCCC2)CC1
  3 | 1
COc1ccc(F)cc1S(=O)(=O)Nc1ccc2c(c1)OCCO2
  4 | -23
CCCCc1cc(=O)oc2cc(OCc3cc(OC)c(OC)c(OC)c3)c(Cl)cc12
  -5 | /
COc1ccccc1N(CC(=O)NC1CCCCC1)C(=O)c1csnn1
  -10 | /
CCCCOc1ccc(C(=O)O)cc1
  / | -16
CCn1c(=O)cc(SCC(=O)N2CCN(Cc3ccc4c(c3)OCO4)CC2)c2ccccc21
  3 | -19
CCCN1CCN(C(=O)CCCn2c(C)c3cnn(-c4ccccc4)c(=O)c3c2C)CC1
  3 | -7
CCCN(CCC)S(=O)(=O)c1ccc(NC(=O)C2CCCO2)cc1 (stereo unspecified)
  -8 | /
CC(Sc1nc(-c2ccccc2)cc(=O)[nH]1)C(=O)O (stereo unspecified)
  6 | /
CC(C)(C)OC(=O)NCCCCCNC(=O)c1[nH]cnc1C(=O)N[C@@H](Cc1ccccc1)C(=O)OCc1ccccc1
  20 | /
CC(=O)NCCc1cc2ccc(C)cc2[nH]c1=O
  / | -46
COC(C/C=C/C(=O)[C@@H](C)OCc1ccccc1)OC
  9 | /

Exported as labelled records: part of the list above.
COC(=O)[C@@H]1C2CCC(C(=O)Nc3ccccc3)(CC2)[C@@H]1C(=O)OC
  RmlCD inh mix: 8
  RT RNaseH block: -3

COc1ccccc1-c1nnc(SCC(=O)c2ccc(C3CCCCC3)cc2)n1Cc1ccco1
  RmlCD inh mix: -3
  RT RNaseH block: /

COc1ccc(OC)c(-n2c(SC)nnc2-c2c[nH]c3ccccc23)c1
  RmlCD inh mix: -9
  RT RNaseH block: -11
